High-throughput results (PubChem)
IDE inh: cellular human IDE inhibition; P14735; HEK cells, FAbetaB cleavage, fluorescence polarization; inhibition, % at 5.59 µM; 0.41% of 320,000 active; AID 434962;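 active = percent inhibition above the average of all tested compounds plus 3 SD, set per screening campaign, cut at about 16% in these data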;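 note: IDE supplied by intact live HEK cells; FP after avidin binding of uncleaved biotin substrate so inhibition keeps polarization high; 0% = DMSO wells and 100% = 60 µM reference IDE inhibitor Ii1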
CRFR2-BP antag: antagonists of CRF-binding protein/CRF-R2 receptor complex. HEK293 CRF-R2/CRF-BP, CRF-induced calcium fluorescence. inhibition, % at 11.8 µM. 0.59% of 350,000 active;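 active = inhibition of the ligand-induced calcium signal above about 50% at the single tested concentration, limit read from the data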
GalR3 antag: antagonists of human GalR3; O60755; HEK293 GalR3-CNG cAMP membrane potential fluorescence; galR3 body fused to GalR1 C-terminus; inhibition, % at 3 µM; 0.44% of 360,000 active;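 active = inhibition above the screen-wide average plus 3 SD, cut at about 13% in these data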;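 note: forskolin and galanin both at EC90 stimulate the cells; cAMP rise reported by CNG channel membrane potential dye signal; 0% = forskolin plus galanin with DMSO and 100% = forskolin alone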
M4 PAM: positive allosteric modulators of human muscarinic M4 receptor | CHO-K1 hM4/Gqi5, Fluo-8 calcium fluorescence, ACh EC20; 0% = ACh EC20, 100% = maximal ACh | activation, % at 3 µM | 0.4% of 360,000 active | AID 624126;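 active = activation above its plate's cutoff, the mean activation of sample wells plus 3 SD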; note: some results filed as inactive read as strong as hits
Target sequence (P08173 whole entry, looked up): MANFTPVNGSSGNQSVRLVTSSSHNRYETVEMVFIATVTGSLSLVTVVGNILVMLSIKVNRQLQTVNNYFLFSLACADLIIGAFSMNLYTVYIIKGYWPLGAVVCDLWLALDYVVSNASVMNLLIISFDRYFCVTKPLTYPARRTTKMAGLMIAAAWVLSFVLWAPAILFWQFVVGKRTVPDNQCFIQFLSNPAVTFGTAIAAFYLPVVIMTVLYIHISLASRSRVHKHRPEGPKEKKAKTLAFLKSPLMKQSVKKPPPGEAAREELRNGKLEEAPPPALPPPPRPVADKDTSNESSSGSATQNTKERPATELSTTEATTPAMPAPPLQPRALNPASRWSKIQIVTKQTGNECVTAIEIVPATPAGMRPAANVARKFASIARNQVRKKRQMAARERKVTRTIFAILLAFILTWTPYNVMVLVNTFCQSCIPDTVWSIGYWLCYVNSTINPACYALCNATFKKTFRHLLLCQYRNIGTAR
PHOSPHO1 block: blocks human PHOSPHO1 phosphatase activity; Q8TCT1; recombinant PHOSPHO1, absorbance phosphatase assay; inhibition, % at 13.3 µM; 1.1% of 290,000 active; AID 1565; in the data active = inhibition above about 60%
IDE act: activators of human insulin-degrading enzyme in cells | P14735 | HEK cells, FAbeta-B cleavage, fluorescence polarization; 0% vehicle, 100% cell-free pure enzyme wells | activation, % at 5.96 µM | 0.073% of 340,000 active;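 active = activation above the mean of all tested compounds plus 3 SD, set per screening campaign, cut at about 17% in these data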
MEKK3 PB1 HTS: raises or lowers MEK5 binding to the human MEKK3 PB1 domain; Q99759; bead-based flow cytometry, Alexa488-MEK5 binding to MEKK3; actives lie on both sides; 0 = blocked by unlabeled MEK5, 100 = vehicle; binding response (% of control), % at 10 µM; 1.4% of 290,000 active; AID 1529;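 active = binding response more than 3 SD above or below the average of its plate-row segment, actives on both sides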;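 note: Alexa488 bead fluorescence after subtracting the streptavidin-only scavenger bead signal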
Target sequence (Q99759 whole entry, looked up, the tested form may be a part): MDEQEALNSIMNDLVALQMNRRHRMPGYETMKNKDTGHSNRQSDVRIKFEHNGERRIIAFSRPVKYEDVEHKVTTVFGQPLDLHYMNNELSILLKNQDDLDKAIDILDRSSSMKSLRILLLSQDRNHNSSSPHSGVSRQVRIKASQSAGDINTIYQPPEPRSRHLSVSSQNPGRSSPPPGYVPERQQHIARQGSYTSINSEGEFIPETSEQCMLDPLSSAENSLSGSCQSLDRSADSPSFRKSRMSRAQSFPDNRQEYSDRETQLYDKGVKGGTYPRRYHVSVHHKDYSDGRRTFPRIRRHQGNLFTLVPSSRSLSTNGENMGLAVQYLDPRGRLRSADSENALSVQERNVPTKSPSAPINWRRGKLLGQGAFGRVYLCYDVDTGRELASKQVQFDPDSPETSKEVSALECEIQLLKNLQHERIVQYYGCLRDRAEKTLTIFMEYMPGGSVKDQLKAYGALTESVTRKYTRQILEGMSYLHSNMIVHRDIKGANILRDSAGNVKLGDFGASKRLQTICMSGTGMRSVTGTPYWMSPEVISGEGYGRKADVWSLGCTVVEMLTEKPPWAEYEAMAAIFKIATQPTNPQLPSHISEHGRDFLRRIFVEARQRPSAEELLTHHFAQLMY
CRFR2-BP ag: CRF-BP/CRF-R2 complex agonism. 0.46% of 350,000 active. HEK293 CRF-R2/CRF-BP, calcium dye fluorescence (FLIPR); percent of saturating CRF peptide response. activation, % at 13.2 µM;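 active = activation of at least 50%, plus an integration ratio under a set limit after plate pattern correction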;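 note: plate controls were neutral control wells without compound for no effect and CRF at EC100 for full effect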
pCIP destab: compounds decreasing mouse p/CIP protein stability; decrease of EGFP signal, % at 10 µM; F442A p/CIP-EGFP cells, EGFP fluorescence, 16 h; 0.01% of 290,000 active; Q05BA5;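 active = EGFP signal decrease of at least 30% at 10 µM or well 3 SD below plate mean, unless failing retest; inactive = the rest, including hits failing retest or dose response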; note: some compounds called inactive have numbers as strong as hits; many of its hits are not listed in these tables
Active calls of the source: *; · = not tested or not shown.

The first 2 entries as a preview:
no.	IDE inh	CRFR2-BP antag	GalR3 antag	M4 PAM	PHOSPHO1 block	IDE act	MEKK3 PB1 HTS	CRFR2-BP ag	pCIP destab	compound
1	-2	-17	-7	-2	0	1	104	-0.7	3	O=C(CCC1CCCC1)Nc1ccc([N+](=O)[O-])cn1
2	5	21	1	-1	4	-1	96	-1.8	-1	CCCCNC(=S)Nc1cc([N+](=O)[O-])ccc1C

This part in full (from the top)
no.	IDE inh	CRFR2-BP antag	GalR3 antag	M4 PAM	PHOSPHO1 block	IDE act	MEKK3 PB1 HTS	CRFR2-BP ag	pCIP destab	compound
1	-2	-17	-7	-2	0	1	104	-0.7	3	O=C(CCC1CCCC1)Nc1ccc([N+](=O)[O-])cn1
2	5	21	1	-1	4	-1	96	-1.8	-1	CCCCNC(=S)Nc1cc([N+](=O)[O-])ccc1C
3	4	7	-5	-6	-16	1	93	-1.7	1	Cc1ccc(-n2c(C(C)n3nc(C)c([N+](=O)[O-])c3C)n[nH]c2=S)cc1 (stereo unspecified)
4	1	11	-4	-3	·	0	·	0.6	·	CCC(=O)[C@@]1(C)[C@H](C)C[C@H]2[C@@H]3CCC4=CC(=O)C=C[C@]4(C)[C@H]3[C@@H](O)C[C@@]21C
5	-1	8	-1	-3	-1	3	102	-0.2	-1	N#CCCn1cc(C(=O)NCc2ccccc2)c(-c2cccs2)n1
6	-2	-4	-9	-5	·	0	88	1.4	-15	COc1ccccc1C1CC(c2cccc(NS(C)(=O)=O)c2)=NN1S(=O)(=O)c1ccccc1 (stereo unspecified)
7	1	17	-1	11	13	0	101	2.1	6	CC(=O)Nc1ccc(Br)c2ccccc12
8	7	6	-5	-13	38	2	102	-1.1	-6	CN(NC(=O)c1ccc(Cl)cc1)c1ncc(C(F)(F)F)cc1Cl
9	-5	4	-4	-1	47	4	101	0.8	-7	COCCSc1ccccc1C(=O)N1CCCC(C)C1 (stereo unspecified)
10	-2	-3	2	3	·	7	·	5.6	·	COc1ccccc1C(=O)NCCC(=O)Nc1ccc(S(=O)(=O)N2CC(C)CC(C)C2)cc1 (stereo unspecified)
11	1	-13	0	1	24	7	101	-0.1	4	COc1ccccc1CN1CC(C(=O)N(Cc2cnn(C)c2)C(C)C)CCC1=O (stereo unspecified)
12	-1	-21	-4	10	·	6	·	12	·	O=C(c1ncn(Cc2ccccc2)c1C(=O)N1CCc2ccccc2C1)N1CCc2ccccc2C1
13	15	-2	3	2	16	2	101	0.8	-11	O=C(O)c1ccccc1C(=O)NCC(O)c1ccccc1 (stereo unspecified)
14	3	-35	1	4	4	-5	102	-1.0	-9	CCc1ccccc1NC(=O)CCc1nc(-c2ccc(C)cc2)no1
15	4	-10	6	-2	9	-2	103	1.4	-9	C/C(=N/NC(=O)c1ccc(C)s1)c1cccc(NC(=O)c2ccoc2C)c1
16	-2	-10	-9	-3	26	-1	101	1.7	-14	O=S(=O)(NCCCSc1ccccc1)c1ccccc1F
17	3	-5	-3	-11	36	-3	102	1.8	-3	O=C(Nc1cccc(C(=O)Nc2cccc(Br)c2)c1)c1ccccc1
18	1	-7	-1	2	52	3	94	2.0	3	COCCNC(=O)CN1C(=O)c2cccc3cccc1c23
19	0	9	-8	0	·	5	·	-1.0	·	CC(=O)c1ccc(S(=O)(=O)NCCC(=O)NCCc2c[nH]c3ccccc23)cc1
20	5	-10	-3	1	-1	1	99	-1.3	5	Cc1c(C(=O)O)oc2c1C(O)CCC2 (stereo unspecified)
21	-12	4	-7	-10	16	3	101	0.2	2	CC(=O)c1cccc(S(=O)(=O)N2CCCC(c3nc4c(nnn4Cc4cccc(Cl)c4)c(=O)[nH]3)C2)c1 (stereo unspecified)
22	-1	22	-6	1	39	1	94	-1.0	-10	CCCCN(C)C(=O)c1nc2ccccn2c1CN1CCN(c2ccccn2)CC1
23	·	1	-4	5	·	-3	·	1.6	·	COc1ccc(Nc2ccc3ccccc3c2)cc1
24	2	16	-3	10	-23	-2	89	-1.9	7	COc1ccc(CCN=Cc2c(C)[nH]n(-c3ccc([N+](=O)[O-])cc3)c2=O)cc1OC
25	11	-5	-7	-3	-10	-6	100	-1.6	2	Cc1cc(/C=N/NC(N)=S)c(C)n1-c1ccc(Br)cc1
26	·	1	2	-6	·	·	·	-1.7	·	COc1cccc(NC(=O)CN(C)C(=O)c2cc(Cl)nc3ccccc23)c1
27	-2	0	-1	0	-1	7	92	-1.8	0	Cc1cc(C(=O)Cn2nc(C(=O)O)c3ccccc3c2=O)c(C)n1C1CC1
28	-7	-2	-2	3	-15	8	86	2.5	-2	Cn1nnnc1SCC(=O)NC(=O)c1cccc([N+](=O)[O-])c1
29	·	14	-3	2	·	·	·	-2.0	·	CC(=O)Nc1ccc(NC(=O)CSc2nnc(NC(=O)c3ccccc3F)s2)cc1
30	0	-5	-4	7	1	7	105	1.4	14	C=CCN1C(=O)CN=C1Nc1ccc(OC)cc1OC

From entry 18 as far as 30, as listed above:
no.	IDE inh	CRFR2-BP antag	GalR3 antag	M4 PAM	PHOSPHO1 block	IDE act	MEKK3 PB1 HTS	CRFR2-BP ag	pCIP destab	compound
18	1	-7	-1	2	52	3	94	2.0	3	COCCNC(=O)CN1C(=O)c2cccc3cccc1c23
19	0	9	-8	0	·	5	·	-1.0	·	CC(=O)c1ccc(S(=O)(=O)NCCC(=O)NCCc2c[nH]c3ccccc23)cc1
20	5	-10	-3	1	-1	1	99	-1.3	5	Cc1c(C(=O)O)oc2c1C(O)CCC2 (stereo unspecified)
21	-12	4	-7	-10	16	3	101	0.2	2	CC(=O)c1cccc(S(=O)(=O)N2CCCC(c3nc4c(nnn4Cc4cccc(Cl)c4)c(=O)[nH]3)C2)c1 (stereo unspecified)
22	-1	22	-6	1	39	1	94	-1.0	-10	CCCCN(C)C(=O)c1nc2ccccn2c1CN1CCN(c2ccccn2)CC1
23	·	1	-4	5	·	-3	·	1.6	·	COc1ccc(Nc2ccc3ccccc3c2)cc1
24	2	16	-3	10	-23	-2	89	-1.9	7	COc1ccc(CCN=Cc2c(C)[nH]n(-c3ccc([N+](=O)[O-])cc3)c2=O)cc1OC
25	11	-5	-7	-3	-10	-6	100	-1.6	2	Cc1cc(/C=N/NC(N)=S)c(C)n1-c1ccc(Br)cc1
26	·	1	2	-6	·	·	·	-1.7	·	COc1cccc(NC(=O)CN(C)C(=O)c2cc(Cl)nc3ccccc23)c1
27	-2	0	-1	0	-1	7	92	-1.8	0	Cc1cc(C(=O)Cn2nc(C(=O)O)c3ccccc3c2=O)c(C)n1C1CC1
28	-7	-2	-2	3	-15	8	86	2.5	-2	Cn1nnnc1SCC(=O)NC(=O)c1cccc([N+](=O)[O-])c1
29	·	14	-3	2	·	·	·	-2.0	·	CC(=O)Nc1ccc(NC(=O)CSc2nnc(NC(=O)c3ccccc3F)s2)cc1
30	0	-5	-4	7	1	7	105	1.4	14	C=CCN1C(=O)CN=C1Nc1ccc(OC)cc1OC

Later entries:
no.	IDE inh	CRFR2-BP antag	GalR3 antag	M4 PAM	PHOSPHO1 block	IDE act	MEKK3 PB1 HTS	CRFR2-BP ag	pCIP destab	compound
31	0	8	-12	-4	29	1	103	-0.4	-8	CC(=O)c1ccc(S(=O)(=O)N2CCCc3ccccc32)cc1
32	5	12	-3	-5	4	-4	89	5.0	-9	CC1=CSC2=NS(=O)(=O)CCN12
33	2	-2	-6	-5	26	2	103	-0.2	-4	O=C(Nc1nc2ccccc2[nH]1)NC1CCCCC1
34	7	9	4	1	-7	7	109	-3.8	-4	O=C(CCn1c(=O)c2ccccc2n(CC(=O)N2CCN(c3ccccc3)CC2)c1=O)NCc1ccco1
35	-1	6	-1	-1	·	-1	·	-1.5	·	c1cncc(-c2ccc3ncnc(NCc4ccc5c(c4)OCO5)c3c2)c1
36	·	-8	-8	3	·	·	·	-2.2	·	CC(C)(C)c1ccc(OCCCC(=O)Nc2nnc(C3CC3)s2)cc1
37	10	4	-6	-1	-4	1	102	-1.6	-9	CC(C)[C@H](NC(N)=O)C(=O)Nc1cccc(S(=O)(=O)N2CCOCC2)c1
38	·	-13	-6	-3	·	·	·	5.2	·	CCOC(=O)C1(c2ccccc2)SC(C(=O)OCC)(c2ccccc2)S1 (stereo unspecified)
39	7	-34	-3	-4	5	-1	106	23	-12	Cc1ccc2nc(NCCCO)nc(-c3ccccc3)c2c1
40	6	0	-3	-14	42	2	93	0.7	-2	Cc1nc(N2CCN(c3ccccn3)CC2)c2c(C)c(C(=O)N3CCN(c4ccccc4F)CC3)sc2n1
41	2	4	-11	15	-12	0	98	5.0	-14	O=C(CSc1nc2ccc(NC(=O)CSc3nnnn3-c3ccccc3)cc2s1)Nc1ccccc1
42	3	-3	-9	-1	28	-1	97	-0.4	-1	C/C(=N\Nc1ccc(F)cc1)c1ccc(N2CCOCC2)c(F)c1
43	6	-3	-8	0	-1	2	99	1.0	1	CCCn1c(=O)c2ccccc2n2c(SCCOc3ccccc3)nnc12
44	-2	-25	·	0	·	3	·	-0.5	·	COc1ccc(NC(=O)CN(C)C(=O)c2cc3c(s2)CCC3)cc1
45	·	7	-12	-9	42	5	112	-1.4	-12	O=Nc1[nH]c(=O)c(/C=C(\O)c2ccccc2)nc1NO
46	2	-13	-1	-10	-5	5	101	-1.5	-1	O=C(C[n+]1cccc(CNC(=O)c2ccc(OC(F)F)cc2)c1)Nc1cc(C(F)(F)F)ccc1Cl
47	-3	20	-4	-5	7	-3	106	2.2	8	COc1ccccc1N1C[C@@H]2C[C@@H](c3ccco3)N3CCC[C@@]23C1=O
48	3	2	-5	7	·	3	·	-4.6	·	Cn1c(SCC(=O)NCC2COc3ccccc3O2)nnc1C(F)(F)F (stereo unspecified)
49	4	20	-2	13	-7	3	89	-0.3	-11	O=C(/C=C/c1ccc(Cl)cc1)NCc1ccncc1
50	-3	4	1	-2	29	2	100	-0.6	0	O=C(NCC(O)c1ccccc1)c1ccc(Cl)c(S(=O)(=O)N2CCCCC2)c1 (stereo unspecified)
51	2	16	-10	1	20	5	103	-5.4	0	CC(C)(C)NC(=O)C1CC1(c1ccccc1)c1ccccc1 (stereo unspecified)
52	·	7	2	5	·	4	·	-0.6	·	CC[C@]12c3[nH]c4ccc(OC)cc4c3CCN1C(=O)C(CC(=O)NCc1ccco1)C[C@@H]2C(=O)N1CCN(C(=O)C2CC2)CC1 (stereo partly specified)
53	8	-15	-7	5	8	-6	101	3.3	1	O=C(Nc1ccc(Br)cn1)c1ccc2ccccc2c1
54	0	4	-1	5	35	3	100	0.2	-4	CC(=O)N1CCN(c2ccc(NC(=O)c3ccco3)cc2)CC1
55	2	10	-10	-7	30	7	96	2.4	-6	CCOc1cc(C(=O)NCC(=O)N2CCC3(CC2)NCCc2[nH]cnc23)cc(OCC)c1OCC
56	3	-4	-5	2	36	0	103	0.5	-15	O=C(Nc1cccc(C(=O)O)c1)/C(=C/c1ccc2c(c1)OCO2)NC(=O)c1cccc(Br)c1
57	-1	-9	-4	-1	9	3	99	-0.2	-2	CCNC(=O)c1sc(-c2ccccc2)nc1C
58	4	5	0	0	30	-3	98	1.9	10	Cc1ccc(C2NC(=S)NC3=C2C(=O)CCC3)cc1 (stereo unspecified)
59	-6	0	-2	-3	·	-2	·	0.8	·	COc1cc(C(=O)OCC(=O)N2CCCCCC2)c([N+](=O)[O-])cc1OC
60	0	-6	-8	-4	56	0	104	-0.5	9	COc1ccc(C)cc1N(CC(=O)Nc1ccc(S(=O)(=O)N2CCOCC2)cc1)S(C)(=O)=O
61	4	-5	-6	-3	9	-3	102	-0.5	-13	CCOC(=O)c1c(-c2cccs2)csc1NC(=O)c1ccncc1
